# GRK2 aptamer HTS = inhibitors of human GRK2 displacing RNA aptamer | P25098 | bead flow cytometry, FAM-aptamer displacement from GRK2 | inhibition of aptamer binding, % at 10 µM | 330,000 compounds, 0.59% hits;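 active = inhibition of aptamer binding above 40%, roughly 3 SD of noise, on plates passing a quality check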;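 also: median bead fluorescence of bound FAM aptamer so fluorescent compounds give negative values; no value below 0 was filed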
# BCLXL inh = inhibitors of human Bcl-xL. Q07817. GST-Bcl-xL / FITC-Bim BH3 peptide fluorescence polarization. inhibition, % at 10.9 µM. 320,000 compounds, 0.7% hits. AID 2129;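 active = inhibition above the mean of all tested compounds plus 3 SD, cutoff set per campaign, cut at about 30% in these data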;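 also: 0% = DMSO wells and 100% = unlabeled Bim-BH3 peptide competitor; inhibitors lower millipolarization by displacing the labeled peptide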
# Target sequence (Q07817 whole entry, looked up): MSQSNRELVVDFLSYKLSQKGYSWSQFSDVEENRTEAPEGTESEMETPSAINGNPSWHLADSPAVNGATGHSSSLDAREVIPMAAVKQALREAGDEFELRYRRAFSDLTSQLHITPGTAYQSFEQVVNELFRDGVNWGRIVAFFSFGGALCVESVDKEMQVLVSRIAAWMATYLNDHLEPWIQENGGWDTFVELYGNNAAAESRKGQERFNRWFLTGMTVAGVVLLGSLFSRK
# AGP1-GFP MLPCN = alters AGP1-GFP fluorescence in TOR pathway yeast screen | 320,000 compounds, 0.02% hits | S. cerevisiae AGP1-GFP multiplex flow cytometry, 3 h; GFP as percent of DMSO wells | GFP response vs DMSO, % at 10 µM | AID 2066;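 active = GFP response relative to DMSO above a set limit, near screen average plus 3 SD, cut at about 150% in these data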;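 also: median GFP channel fluorescence of the gated AGP1 strain per well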
# CIT2-GFP yeast = alters CIT2-GFP fluorescence in TOR pathway yeast screen | S. cerevisiae CIT2-GFP strain, flow cytometry, 3 h; 100 means same as DMSO wells | GFP response vs DMSO, % at 10 µM | 320,000 compounds, 0.065% hits | AID 2029;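 active = GFP response relative to DMSO above a set limit, near the screen mean plus 3 SD, cut at about 150% in these data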;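 also: ratio of well median GFP fluorescence to mean of DMSO wells on the plate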
# GLD-1 RNA inh = GLD-1-TGE RNA interaction inhibition (C. elegans); Q17339; purified GLD-1 + fluorescein TGE RNA, fluorescence polarization; inhibition, % at 5.96 µM; 320,000 compounds, 0.44% hits; AID 2280;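 active = percent inhibition above a per-plate cutoff, the plate mean of test compounds plus 3 SD, cut at about 30% in these data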;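 also: 0% = DMSO wells with GLD-1 and probe and 100% = wells lacking GLD-1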
# Target sequence (Q17339 whole entry, looked up): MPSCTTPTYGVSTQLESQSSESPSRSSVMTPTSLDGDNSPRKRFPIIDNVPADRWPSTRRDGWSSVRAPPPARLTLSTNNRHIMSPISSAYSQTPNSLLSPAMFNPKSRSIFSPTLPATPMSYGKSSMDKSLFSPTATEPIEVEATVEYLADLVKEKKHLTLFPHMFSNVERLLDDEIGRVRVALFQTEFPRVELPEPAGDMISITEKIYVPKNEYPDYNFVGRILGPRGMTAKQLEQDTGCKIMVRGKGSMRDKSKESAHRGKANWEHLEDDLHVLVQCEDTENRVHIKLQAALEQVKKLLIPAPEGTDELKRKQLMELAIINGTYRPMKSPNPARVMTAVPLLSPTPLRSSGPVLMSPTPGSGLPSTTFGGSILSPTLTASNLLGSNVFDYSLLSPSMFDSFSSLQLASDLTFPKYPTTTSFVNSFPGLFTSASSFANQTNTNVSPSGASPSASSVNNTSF
# CR mimetic SO = yeast age-related superoxide inhibition as caloric restriction mimetic | superoxide response (% of plate mean), % at 10 µM | 330,000 compounds, 0.18% hits | S. cerevisiae aged cells, superoxide DHE fluorescence; active compounds read low;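 active = superoxide response under a set limit, about three screen SD below normal, cut at about 65% in these data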;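 also: yeast aged for seven days with compound at 30 °C before DHE staining; 100% = average MFI of all compound-treated wells on the plate with controls excluded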
# MEX-5 binding = C. elegans MEX-5 TCR-2 RNA binding activity; 300,000 compounds, 0.38% hits; AID 1832; activity score (negative = inhibition of binding), % at 10 µM; MEX-5/FITC-TCR2 RNA binding, fluorescence polarization; active compounds read low;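 active = inhibition past about -25% in most replicates, and total fluorescence under double the plate's negative control median, limit read from the data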;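 also: 0% = DMSO and -100% = 5 µM competing unlabeled TCR2 RNA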
# MCL1-BIM inh = disrupts human MCL1 binding to BIM-BH3 peptide | Q07820 | GST-MCL1 / FITC-Bim-BH3 fluorescence polarization | inhibition, % at 10.9 µM | 320,000 compounds, 0.68% hits | AID 2057;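 active = inhibition above the mean inhibition of all tested compounds plus 3 SD, set per campaign, cut at about 40% in these data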;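 also: 0% = DMSO wells and 100% = unlabeled Bim-BH3 peptide control; higher means more loss of mP so more displacement of Bim peptide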
# Target sequence (Q07820 whole entry, looked up): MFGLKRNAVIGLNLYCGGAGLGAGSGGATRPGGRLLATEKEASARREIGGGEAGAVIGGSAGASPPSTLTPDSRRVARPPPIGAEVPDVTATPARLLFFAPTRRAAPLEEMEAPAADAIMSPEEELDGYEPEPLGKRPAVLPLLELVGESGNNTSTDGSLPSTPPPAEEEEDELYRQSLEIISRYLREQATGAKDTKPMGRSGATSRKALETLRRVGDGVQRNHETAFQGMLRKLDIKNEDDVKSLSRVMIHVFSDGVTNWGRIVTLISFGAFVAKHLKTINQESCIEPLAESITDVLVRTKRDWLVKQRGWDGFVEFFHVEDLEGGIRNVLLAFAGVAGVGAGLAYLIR
# VLA-4 inh = inhibition in a human VLA-4 binding assay | inhibition, % (about 7 µM as worked out from the volumes in the protocol) | VLA-4 expressing cells, ligand binding flow cytometry | P13612 | AID 2557 | 330,000 compounds, 0.2% hits; in the data active = inhibition above about 50%
# * = called active by the depositor; nt = not tested or not shown; [ ] = dose if it differs, or a comment. Hits appear at their usual frequency, and some 2.1% of all compounds hit somewhere here.
SMILES,GRK2 aptamer HTS,BCLXL inh,AGP1-GFP MLPCN,CIT2-GFP yeast,GLD-1 RNA inh,CR mimetic SO,MEX-5 binding,MCL1-BIM inh,VLA-4 inh
CCOc1ccc(C(=O)NCC(=O)OCC(=O)Nc2cccc(S(=O)(=O)N3CCCC3)c2)cc1,0.0,-1.4,103.5,76.5,-0.4,106.9,1.0,2.4,10.3
COCC(C)n1c(C)cc(C(=O)COC(=O)c2cnc(Cl)c(Cl)c2)c1C (stereo not given),2.0,nt,102.7,94.7,4.8,81.8,nt,nt,7.1
CC(OCC(O)CNCC1COc2ccccc2O1)c1ccc(Cl)cc1 (stereo not given),2.0,4.4,102.5,95.6,6.1,84.6,1.5,2.3,6.4
COc1cc(OC)cc(C(=O)Nc2ccc(NC(=O)c3ccco3)c(Cl)c2)c1,0.0,-1.5,107.2,104.0,1.2,101.6,nt,-3.0,0.3
CCOc1cccc(C(=O)NC(=S)Nc2cccc(NC(=O)c3ccccc3Cl)c2)c1,0.0,5.1,98.4,94.9,5.5,110.3,-0.8,11.6,19.6
CN1CCN(C(=O)c2ccc(Cl)cc2)CC1,0.0,2.2,107.4,105.8,-1.5,108.9,0.5,1.8,3.0
CCC(=O)NC(=S)Nc1ccccc1OC,0.0,-0.7,94.9,82.6,4.3,105.0,0.7,5.9,-2.1
c1ccc(OCCCn2nnc(-c3cccnc3)n2)cc1,0.0,-2.7,81.8,77.5,2.8,93.9,3.3,-3.3,46.9
Cc1cc(C)c(OCCCCN2CCC(C)CC2)c(Br)c1,0.0,0.5,112.5,99.1,3.5,104.3,0.5,2.7,-1.0
Cc1cc([N+](=O)[O-])nn1Cc1ccccc1F,1.0,2.2,101.6,99.1,4.6,116.2,-0.4,-0.5,9.7
O=C(COC(=O)c1cnccn1)c1ccc([N+](=O)[O-])cc1,0.0,1.1,108.5,103.3,-1.8,82.7,-4.4,1.6,11.9
Cc1ccc(NC(=O)COC(=O)CCC(=O)c2cccs2)cc1C,1.0,0.0,97.8,98.7,5.8,92.4,0.0,-2.9,-11.5
CC(=O)C1=C(O)C(=O)N(CCN2CCOCC2)C1c1ccccc1 (stereo not given),0.0,7.0,96.0,94.6,-1.8,80.7,-1.1,6.2,13.0
Cc1cc(NS(=O)(=O)c2ccc(NC(=O)c3ccc(Cl)cc3Cl)cc2)no1,0.0,5.0,97.5,100.3,0.1,110.5,-1.6,-0.6,-9.9
CN(C)c1ccc(S(=O)(=O)NCC(=O)NCc2ccccc2)cc1[N+](=O)[O-],31.0,8.1,90.5,93.5,-1.9,97.8,-1.5,17.7,3.8
COc1ccccc1NC(=O)CSc1nnc(NC(=O)c2ccco2)s1,6.0,2.9,109.3,104.5,2.5,92.4,-3.0,-3.6,-3.9
COc1ccc(C(C)=O)cc1CN1C(=O)C(C)N(c2ccc(C)cc2)C1=O (stereo not given),1.0,7.5,102.4,93.1,5.5,106.1,1.0,-5.9,15.3
O=C(CN(CC1CCCO1)C(=O)CNS(=O)(=O)c1ccc(Cl)cc1)NC1CCCCC1 (stereo not given),0.0,6.7,110.6,103.3,5.7,98.0,-0.2,8.6,-3.9
c1coc(Cn2c(SCc3nc4ccccc4[nH]3)nnc2-c2cccs2)c1,0.0,2.8,103.2,104.8,-1.5,93.8,-4.3,2.4,-9.2
CCC(C)(C)NC(=O)C(c1cccs1)N(C(=O)c1ccn[nH]1)c1ccccc1 (stereo not given),0.0,3.1,104.5,109.3,2.9,109.5,0.4,9.5,15.2
O=C(Nc1ccc(F)cc1)C(=O)C1C(=O)Nc2ccccc21 (stereo not given),0.0,5.6,101.2,81.8,-6.0,68.5,0.0,7.2,-7.9
COc1ccc(S(=O)(=O)N2CCCCC2)cc1C(=O)Nc1cc(C)on1,1.0,5.0,92.2,102.4,0.4,86.6,-2.8,-0.7,1.0
COc1ccc(OCCCC(=O)Nc2cccc(S(=O)(=O)N3CCCCCC3)c2)cc1,0.0,0.1,106.2,90.3,7.0,117.7,nt,3.1,-6.6
COc1ccc(NC(=O)c2ccccc2[N+](=O)[O-])cc1OC,0.0,-1.2,108.7,109.5,11.7,117.6,-1.0,1.6,13.3
O=C(CCn1ccc2cc(S(=O)(=O)N3CCCC3)ccc21)NCc1ccccc1,1.0,9.6,106.1,100.7,4.8,105.3,-0.8,6.9,3.0
O=C(CCS(=O)(=O)c1cccc2nsnc12)N1CCN(c2ccccc2F)CC1,0.0,-1.2,103.9,97.4,2.5,100.3,-1.4,1.2,-3.7
COC(=O)C1=C(C)C(c2ccc(OC)cc2)NC(=O)N1 (stereo not given),1.0,0.4,101.9,105.9,1.5,102.0,1.7,2.4,1.8
Cc1ccc(-c2csc(NCCn3c(-c4ccncc4)nc4cc(C(F)(F)F)ccc43)n2)cc1,2.0,nt,81.8,77.9,10.7,98.2,nt,nt,16.9
COc1ccccc1N1CCN(S(=O)(=O)c2ccc(-c3cnc(C4CC4)o3)cc2)CC1,6.0,3.1,91.2,90.7,2.6,112.6,0.5,1.9,15.3
Cc1c(C)c2c(OCC(=O)NCC(C)C)cc3c(c2oc1=O)CCC(C)(C)O3,0.0,nt,96.6,105.6,nt,96.0,1.4,nt,-4.6

# Shown with bars between the fields: part of the list above
SMILES | GRK2 aptamer HTS | BCLXL inh | AGP1-GFP MLPCN | CIT2-GFP yeast | GLD-1 RNA inh | CR mimetic SO | MEX-5 binding | MCL1-BIM inh | VLA-4 inh
COc1ccc(NC(=O)c2ccccc2[N+](=O)[O-])cc1OC | 0.0 | -1.2 | 108.7 | 109.5 | 11.7 | 117.6 | -1.0 | 1.6 | 13.3
O=C(CCn1ccc2cc(S(=O)(=O)N3CCCC3)ccc21)NCc1ccccc1 | 1.0 | 9.6 | 106.1 | 100.7 | 4.8 | 105.3 | -0.8 | 6.9 | 3.0

# Next part
SMILES,GRK2 aptamer HTS,BCLXL inh,AGP1-GFP MLPCN,CIT2-GFP yeast,GLD-1 RNA inh,CR mimetic SO,MEX-5 binding,MCL1-BIM inh,VLA-4 inh
O=C(NCc1nnc(SCC(=O)N2CCN(c3ccccc3)CC2)o1)c1c(F)cccc1F,0.0,0.3,103.5,104.6,-2.9,102.5,1.1,-8.6,-23.3
N#C/C(=C\c1ccc(O)c(O)c1)C(=O)NCCc1ccccc1,4.0,4.4,83.3,76.2,3.1,110.2,nt,41.6*,45.6
O=[N+]([O-])c1ccc(CSC2=NCCN2)cc1,4.0,-0.2,99.3,107.9,-13.6,101.0,1.5,1.1,-4.2
COC(=O)C1CCN(C(=O)c2ccc(OC3CCN(Cc4ccccn4)CC3)cc2)CC1,2.0,3.2,82.9[may fluoresce red],98.1[may fluoresce red],15.8,91.5,-2.0,1.2,11.0
C/C(=N/NC(=O)CNC(=O)COc1cccc(C)c1)c1ccco1,0.0,1.5,112.3,105.4,7.6,101.8,-0.7,6.5,5.2
Cc1ccc(Nc2nc(-c3c(C)nc4ccccn34)cs2)cc1,0.0,-0.1,nt,94.7,14.0,89.8,0.9,6.6,16.4
COC(=O)CCNC(=O)CCc1ccc(S(=O)(=O)N2CCCCCC2)cc1,0.0,3.2,100.9,100.2,-3.9,95.5,nt,4.8,11.5
C/C(=N\NC(=O)Cn1nc(C)c([N+](=O)[O-])c1C)c1ccc(O)cc1,1.0,-1.3,100.0,103.2,0.5,100.5,1.6,1.4,3.5
COC(=O)c1ccc(C)c(NC(=O)c2nn(C)c(=O)c3ccccc23)c1,0.0,5.8,99.5,98.4,-1.1,115.7,-0.7,-2.7,-4.4
Cc1ccc(C(C)C)c(OCC(=O)N/N=C/c2ccc(S(=O)(=O)O)o2)c1,2.0,2.5,107.5,105.1,3.9,88.5,0.9,8.7,8.7
COc1cc(OC)cc(C(=O)O/N=C(\N)c2ccccn2)c1,2.0,1.4,95.9,96.5,1.7,121.7,-0.9,-0.1,6.7
CCn1c2ccccc2c2nnc(SCC(=O)NC3CCS(=O)(=O)C3)nc21 (stereo not given),7.0,4.7,98.6,90.2,3.7,97.2,2.4,2.0,10.4
N#Cc1ccsc1NC(=O)c1cnccn1,6.0,2.3,93.5,92.0,3.4,108.5,-0.9,11.2,0.0
O=C1CC[C@@H](CN(Cc2ccccn2)Cc2nc(-c3ccc(C(F)(F)F)cc3)no2)N1,1.0,2.0,105.2,114.0,-0.1,97.9,-2.9,9.4,11.0
CCOC(=O)c1ccc(NC(=O)C2CCCN(c3cnccn3)C2)cc1 (stereo not given),0.0,5.7,98.1,106.3,-3.5,74.4,0.4,3.7,-4.8
CC(=O)Nc1ccc(NC(=O)C/C(C)=N/NC(=O)C(=O)N2CCCC2)cc1,1.0,-2.7,103.6,97.3,-5.9,97.3,-0.5,7.2,-0.1
CN(Cc1cnn(C)c1)C(=O)C1CCC(=O)N(C2CCCCCC2)C1 (stereo not given),3.0,8.5,106.2,103.9,-1.2,92.5,-0.9,8.6,0.8
CCOC(=O)c1sc(NC(=O)CSCc2c(C)noc2C)nc1C,0.0,-9.0,99.9,98.3,1.6,91.2,nt,-13.2,31.4
CN(C(=O)c1ccc(N2CCOCC2)c([N+](=O)[O-])c1)C1CCCCC1,0.0,3.8,104.3,97.7,-11.3,97.7,2.9,3.3,4.6
CCOc1cc(S(=O)(=O)N2CCCCC2)ccc1Cl,0.0,-0.3,101.4,90.7,6.4,97.8,-0.4,-3.5,-2.4
Fc1ccc(Cn2c(SCc3ccc(F)c(F)c3)nnc2C(F)(F)F)cc1,0.0,-1.7,92.3,97.1,-4.6,103.0,3.2,-5.0,8.6
CCC(=O)N1CCc2cc(S(=O)(=O)NCCC(=O)Nc3ccc(OC)cc3)ccc21,3.0,6.4,103.4,99.8,1.6,97.9,0.5,7.8,-3.9
Cc1[nH]c2ccccc2c1C(=O)CSc1ccc(Cl)cc1,0.0,3.5,99.9,91.9,-5.3,107.5,1.9,-6.2,18.2
Cc1ccc(S(=O)(=O)C(F)(F)F)cc1NC(=O)c1cccnc1,2.0,3.8,103.4,106.7,0.5,91.1,-1.0,7.4,-1.1
COc1ccc(NC(=S)N(CCCOC(C)C)C2CCN(C(C)=O)CC2)cc1Cl,2.0,4.7,102.0,99.2,1.1,89.9,0.9,-0.4,4.9
Nc1cc(Cl)ccc1N1CCCC1,0.0,13.5,101.7,93.7,1.3,108.3,-4.2,3.5,-5.6
CNS(=O)(=O)c1cc(Cl)ccc1Sc1ccccc1C(=O)O,0.0,0.4,112.0,100.3,-3.5,110.0,1.0,-2.6,-2.6
CCN1CCN(c2ccc(NC(=O)c3cccc(N4CCCC4=O)c3)cc2)CC1,0.0,1.4,93.5,97.2,3.6,104.0,-0.8,-6.8,0.0
COc1ccc(-c2csc(N3C(=O)CNC3=S)n2)cc1,0.0,2.0,97.7,92.8,2.6,112.8,-3.1,-1.4,-23.1
Cc1cccc(CC(=O)Nc2ccc(C(=O)N3CCOCC3)cc2)c1,2.0,0.7,102.1,105.1,2.8,120.2,3.7,-1.3,-12.5
OC(CNC1CCCCC1)COCCOc1ccc(Br)cc1 (stereo not given),0.0,2.6,98.4,103.6,-3.3,92.9,-1.1,4.9,6.2
COc1ccc(C(C)(C)C)cc1S(=O)(=O)N1CCC(C(N)=O)CC1,4.0,2.9,98.4,104.3,6.8,112.4,-1.6,-9.3,4.4
O=C(Cc1cc(=O)[nH]c(=O)[nH]1)N1CCN(C(=O)c2ccco2)CC1,0.0,-1.5,98.8,97.0,10.2,100.6,-1.0,1.3,-3.2
Nc1c(C(=O)CSc2n[nH]c(-c3ccccc3Br)n2)c(=O)[nH]c(=O)n1C1CC1,1.0,-11.0,98.8,94.6,-1.5,107.2,nt,-10.2,0.9
